TDP1 cell noCPT: qHTS for Inhibitors of human tyrosyl-DNA phosphodiesterase 1 (TDP1): qHTS in cells in absence of CPT. DT40 Tdp1-/- hTDP1 cells, no CPT, ATP luminescence, 48 h. 15% of 420,000 active. Potency, µM (doses to about 46.2 µM), without a hit: at the highest dose activity change, negative = growth inhibition, hits mostly inhibitors. AID 686978, 2013; also: nearly all actives have a fitted effect of over 55% in size
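Cells were dispensed at 400 per well, compounds added by pin tool, plates incubated ≥48 hr at 37 °C, then CellTiter-Glo added for 30 min at room temperature before luminescence reading. Line: DT40 Tdp1-/- complemented with hTDP1; camptothecin omitted.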
TDP1 block: qHTS Assay for Inhibitors of Tyrosyl-DNA Phosphodiesterase (TDP1) | 0.28% of 350,000 active | Potency, µM (series often up to 130 µM), for inactives: at the highest dose activity change, negative = inhibition, usual class: inhibitors | recombinant TDP1, AlphaScreen DNA substrate cleavage; also: nearly all actives have a fitted effect of over 40% in size
Target sequence (Q9NUW8 whole entry, looked up): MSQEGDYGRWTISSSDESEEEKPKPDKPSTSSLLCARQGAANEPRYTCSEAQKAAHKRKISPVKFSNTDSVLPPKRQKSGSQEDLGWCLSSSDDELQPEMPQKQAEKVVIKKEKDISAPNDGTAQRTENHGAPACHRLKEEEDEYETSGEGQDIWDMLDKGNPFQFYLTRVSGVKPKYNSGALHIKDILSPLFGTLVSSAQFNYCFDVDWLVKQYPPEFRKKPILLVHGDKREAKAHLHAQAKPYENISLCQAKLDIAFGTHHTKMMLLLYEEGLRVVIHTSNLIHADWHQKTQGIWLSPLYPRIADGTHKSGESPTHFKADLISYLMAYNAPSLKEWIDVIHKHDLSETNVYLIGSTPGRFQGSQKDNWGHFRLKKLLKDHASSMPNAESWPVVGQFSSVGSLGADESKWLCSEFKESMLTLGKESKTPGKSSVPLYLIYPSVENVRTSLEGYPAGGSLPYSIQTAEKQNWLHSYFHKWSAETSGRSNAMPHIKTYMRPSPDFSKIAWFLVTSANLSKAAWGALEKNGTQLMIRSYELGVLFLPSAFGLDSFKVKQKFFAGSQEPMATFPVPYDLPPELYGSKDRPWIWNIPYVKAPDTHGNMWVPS
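Enzyme-compound mixtures sat 15 min at room temperature, followed by a 5 min reaction with 15 nM final substrate and 10 min with AlphaScreen beads. Recombinant human Tdp1 was used at 1 nM final.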
TDP1 cell CPT: qHTS for Inhibitors of human tyrosyl-DNA phosphodiesterase 1 (TDP1): qHTS in cells in presence of CPT | AID 686979, 2013 | chicken DT40 Tdp1-/-;hTDP1 cells + 20 nM CPT, ATP luminescence, 48 h | 12% of 420,000 active | Potency, µM (titrated, usually from 46.2 µM), without a hit: top-dose activity change, negative = growth inhibition, most hits filed as inhibitors; also: nearly all actives have a fitted effect of over 55% in size
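Cell growth measured by CellTiter-Glo luminescence after a minimum 48 h, 37 C compound exposure with 20 nM CPT in Tdp1-knockout DT40 cells stably expressing hTDP1, seeded 400/well; qHTS titration format.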
* = called active by the depositor; ? = inconclusive; . = no result given; [ ] = remark or other dose. Calls follow the shape of the dose curve; as a rule, active = well fitted curve in the direction sought with a large enough effect; inconclusive = small, poorly fitted or top-dose-only effect, or another doubt; inactive = no such curve, though single readings can be large; an effect the other way counts as inactive or inconclusive. % is scaled to controls: 0 for no effect and ±100 for the full control effect; potency is read from the fitted curve at half-maximal effect.

SMILES	TDP1 cell noCPT	TDP1 block	TDP1 cell CPT
Cc1ccc(Oc2c(C(N)=O)cc([N+](=O)[O-])cc2[N+](=O)[O-])cc1	5.17µM*	2.2%	5.8µM*
CCOc1ccc(N2CC(NC(=O)CCc3ccccc3)CC2=O)cc1 (configuration not stated)	-1.0%	0.0%	3.6%
CC=CC1OCC(CC)C(CCC)O1 (configuration not stated)	-1.0%	.	8.2%
NNC(=O)CSCc1nc(-c2ccccc2)cs1	-18.8%	5.7%	-5.8%
O=C(C1CCCO1)N1CCN(C(=S)Nc2ccccc2)CC1 (configuration not stated)	-16.5%	1.1%	-9.6%
O=C(O)CC(NCc1ccco1)C(=O)Nc1cccc(O)c1 (configuration not stated)	1.9%	.	0.7%
Cc1ccc(C)c2c1c1ccccc1n2C	-2.8%	3.5%	2.2%
CCN(CC)Cc1c(C(=O)N/N=C/c2c(Cl)cccc2Cl)nnn1-c1nonc1N	-23.6%	.	11.1%
COc1cc(C(=O)NNC(=O)c2ccc(NC(C)=O)cc2)cc(OC)c1OC	-13.6%	2.6%	-8.6%
CCOc1ccc(/C=C(\C#N)C(=O)NC2CC2)c(OCC)c1	-29.1%	.	2.5%
NNC(=O)c1[nH]c2ccc(Cl)cc2c1-c1ccccc1	20.6µM*	5.1%	?
Cc1ccc(C2CC(=O)Nc3cc4c(cc32)OCCO4)cc1 (configuration not stated)	-15.4%	1.8%	-29.2%

Looked up above.
Result for NNC(=O)CSCc1nc(-c2ccccc2)cs1 in TDP1 block: 5.7%
Result for Cc1ccc(C2CC(=O)Nc3cc4c(cc32)OCCO4)cc1 (configuration not stated) in TDP1 cell CPT: -29.2%
Result for CCOc1ccc(N2CC(NC(=O)CCc3ccccc3)CC2=O)cc1 (configuration not stated) in TDP1 cell CPT: 3.6%
Result for NNC(=O)c1[nH]c2ccc(Cl)cc2c1-c1ccccc1 in TDP1 cell noCPT: 20.6µM*

Next part.
SMILES	TDP1 cell noCPT	TDP1 block	TDP1 cell CPT
COc1cccc(NC(=O)CSc2nc3c(c(-c4ccco4)c2C#N)CCCC3)c1	-2.4%	0.0%	-24.8%
O=C(Nc1cccc2cccnc12)c1cc(F)c(F)cc1Cl	?	.	?
CCOC(=O)C1CCN(S(=O)(=O)Cc2ccccc2)CC1	2.4%	2.1%	?
CC(=O)Nc1ccc(-c2nnc3n(CC(C)C)c(=O)c4ccccc4n23)cc1	?	5.7%	?
Cn1ccn(CCCCCCn2ccn(C)c2=S)c1=S	?	.	-8.9%
O=c1cc(CN2CCN(c3ccccc3)CC2)c2c(ccc3ccccc32)o1	?	3.0%	?
COc1ccc(OC)c(N(CC(=O)Nc2ccccc2F)S(=O)(=O)c2ccccc2)c1	-27.1%	.	-3.2%
CCc1nc2ccc(C(=O)N3CCN(c4cc(Cl)ccc4C)CC3)cc2nc1CC	18.4µM*	1.5%	?
N#Cc1nc(-c2ccccc2)cc(-c2ccccc2)n1	?	.	?
CCCCCCCCCCCCCCCC[n+]1ccc(/C=C/c2c(C)[nH]c3ccccc23)cc1	0.398µM*	.	1µM*
Cc1ccc(-n2ncc(C(=O)Nc3cc(Cl)cc(Cl)c3)c2C2CCNCC2)cc1C	?	4.6%	?
CC(C)(C)c1cc[n+](/C(C(=S)NC2CC2)=C(/[O-])c2ccc(Cl)s2)cc1	?	6.6%	?

For convenience, part of the list above.
SMILES	TDP1 cell noCPT	TDP1 block	TDP1 cell CPT
Cc1ccc(-n2ncc(C(=O)Nc3cc(Cl)cc(Cl)c3)c2C2CCNCC2)cc1C	?	4.6%	?
CC(C)(C)c1cc[n+](/C(C(=S)NC2CC2)=C(/[O-])c2ccc(Cl)s2)cc1	?	6.6%	?

(more compounds)
SMILES	TDP1 cell noCPT	TDP1 block	TDP1 cell CPT
CCC1CN(C(=O)N2CCC(C(=O)NCc3cccc(C)c3)CC2)c2ccccc2O1 (configuration not stated)	20.6µM*	6.5%	16.4µM*
COc1ccc(C(=O)C2CCCN(C(=O)CSC)C2)cc1OC (configuration not stated)	2.4%	.	-21.8%
CC(=O)Nc1ccc(C=NNc2ccc([N+](=O)[O-])cn2)cc1	-25.1%	.	23.1µM*
CCNC(=O)OCc1cn(-c2ccc(Cl)cc2)nn1	9.6%	0.0%	0.6%
COCCCNC(=O)Cn1nc(-c2ccccc2OC)ccc1=O	3.5%	5.8%	2.3%
Cc1cccc(C(=O)NCCc2n[nH]c(=S)n2C)c1	2.9%	2.6%	2.3%
CCNC(=O)C1CCCN1S(=O)(=O)c1ccc(OC)cc1 (configuration not stated)	-7.2%	-3.1%	-17.5%
CCOc1ccc(C(C)=O)cc1N1C(=O)C2C3C=CC(O3)C2C1=O (configuration not stated)	5.17µM*	2.5%	6.51µM*
CCCCc1c(-c2cccc(Cl)c2)ncn1CCc1ccccc1OC	8.2µM*	.	8.2µM*
Cc1ccc2oc(=O)c3cc(C(=O)NCc4ccco4)sc3c2c1	-15.9%	1.2%	-4.8%
CCC1CCc2sc(C(=O)NCC(c3ccc(OC)cc3)N3CCCC3)cc2C1 (configuration not stated)	23.1µM*	5.8%	?
Cc1ccccc1C(=O)NC1CCN(C(=O)N2CCOCC2)CC1	4.4%	-3.2%	5.7%
Cc1nc(N2CCN(c3ccc(Cl)cc3)CC2)[nH]c(=O)c1C	-5.1%	.	-18.0%
N#CC(CC(=O)c1ccc(Cl)cc1)c1ccccc1 (configuration not stated)	-13.9%	.	-11.1%
Cc1cc([N+](=O)[O-])nn1CC(=O)NCc1ccccc1	6.7%	5.7%	3.3%
Cc1ccc(S(=O)(=O)NC(=O)Nc2nc(-c3ccc(F)c(F)c3)cs2)cc1	-3.1%	0.0%	4.3%
CCOc1ccc(S(=O)(=O)c2cn(C)c3cc(OC)c(OC)cc3c2=O)cc1	15.8%	0.2%	-8.4%
O=C(Nc1ccc2oc(=O)ccc2c1)c1cc([N+](=O)[O-])ccc1N1CCOCC1	-5.7%	2.7%	5.3%
O=C(Nc1ccccc1Cl)NC1(C(=O)NCc2ccncc2)CCCCC1	-3.7%	.	25.3%
O=C(NN1CCOCC1)c1cc(-c2ccncc2)nc2ccccc12	-28.6%	0.0%	-7.4%
COc1ccc(C2NC(=S)NC3=C2N2CCC3CC2)cc1 (configuration not stated)	1.6%	1.4%	2.8%
O=C(COC(=O)c1cccc(Cl)c1)NCc1ccccc1	-22.5%	0.6%	-14.1%
COc1ccccc1CNS(=O)(=O)c1ccc2c(c1)NC(=O)CO2	6.2%	0.2%	-14.3%
COc1cccc(NC(=O)NCc2ccccc2Cl)c1	-31.4%	.	-12.9%
CC(OC(=O)c1ccc2c(=O)n3c(nc2c1)CCCCC3)C(N)=O (configuration not stated)	-26.7%	0.0%	18.6%
COc1cccc2sc(N3CCN(C(=O)C4COc5ccccc5O4)CC3)nc12 (configuration not stated)	?	8.0%	?
CNC(=O)N(O)C1N(/N=C/c2ccccc2O)C(=S)SC1(C)C (configuration not stated)	2.06µM*	8.3%	5.17µM*
C[C@@H]1CN(Cc2ccc3c(c2)CN(Cc2ccc(Oc4ncccn4)cc2)CCO3)C[C@H](C)O1	-22.2%	.	-11.8%[9.04 µM]
Cn1c(/C(C#N)=C(\O)c2ccc(Br)s2)nc2ccccc21	?	?	21.7%
COc1ccc(CN2C(=O)c3cccnc3C2Nc2ccc(C)cc2)cc1 (configuration not stated)	-25.3%	-2.3%	-7.6%
CC(=O)OC1CCC2(C)C(CCC3C4CC=C(C(C)=O)C4(C)OC(=O)CC32)C1 (configuration not stated)	2.06µM*	.	2.31µM*
Cc1cc(C)c(NC(=O)CN2C(=O)NC3(CCCCC3)C2=O)c(Cl)c1	-13.8%	5.8%	-12.3%
CCn1nnnc1SCC(=O)N1CCCc2ccccc21	?	0.0%	-22.7%
CCC1(C)Cc2nc3[nH]c(=S)n(-c4ccccc4)c(=O)c3cc2CO1 (configuration not stated)	4.2%	6.8%	1.6%
N#CCCn1cc(C(=O)N2CCOCC2)c(-c2ccc3c(c2)OCCO3)n1	1.5%	2.6%	4.4%
O=C(CN1CCOCC1)N/N=C/C=C/c1ccccc1	-0.7%	3.8%	17.2%
CC(C)(C)N1C(=O)c2ccccc2NC(=O)C1C(=O)Nc1ccc2c(c1)OCCO2 (configuration not stated)	-17.2%	.	?
COc1cc(/C=C(\C#N)c2nc3ccccc3s2)cc([N+](=O)[O-])c1O	16.4µM*	8.1%	?
CCOC(=O)N1CCC(NC(=O)CCc2nc(-c3ccc(C)cc3)no2)CC1	?	10.5%	?
Cc1ccc(C2=NN(C(=O)CSc3nnnn3C)C(c3ccco3)C2)cc1 (configuration not stated)	?	1.7%	13µM*
COc1cc(NS(=O)(=O)c2ccc(NC(=O)/C=C/c3cccc([N+](=O)[O-])c3)cc2)ncn1	-4.2%	-5.3%	-11.7%
O=C1NC2(CCCCC2)NN1c1ccccc1	?	6.1%	0.5%
CCOCCCNC(=O)C(NC(=O)c1cnccn1)c1ccc(OC)cc1 (configuration not stated)	-7.2%	-1.0%	-5.5%
COc1cccc(-c2nc(N3CCN(c4ccccc4)CC3)c3ccccc3n2)c1O	16.4µM*	-3.9%	?
Cc1ccccc1CNC(=O)c1cc(COc2ccc(F)cc2F)on1	-17.7%	.	?
CC(=O)Nc1ccc(OCC(O)CN2CCN(Cc3ccccc3)CC2)cc1 (configuration not stated)	-3.8%	3.1%	-10.1%
Cc1ccc(C)c(NC(=O)CSc2nc3nccnc3c(=O)n2CCc2c[nH]c3ccccc23)c1	11.6µM*	5.2%	11.6µM*
O=C(/C=C/c1ccccc1)CC(=O)c1ccccc1	?	.	?
O=C(COC(=O)c1ccc(O)cc1O)N=c1sccn1Cc1ccccc1Cl	?	-4.4%	?
COc1ccc(-c2nnc(N(C)C(=O)C3CCCO3)s2)cc1 (configuration not stated)	?	4.2%	-9.0%
c1ccc(-c2csc(-n3cccn3)n2)cc1	0.7%	-2.9%	9.3%
Cc1ccc(C)c2[nH]c(=O)c(CCNC(=O)CCc3ccccc3)cc12	-12.9%	.	6.6%
Cc1ccc2[nH]c(C)c(CC(=O)O)c2c1	-10.7%	4.5%	-17.1%
COc1cccc(Nc2ncnc3ccccc23)c1	?	1.0%	?
O=S(=O)(NCc1csc(-c2cccs2)n1)c1ccc(Cl)cc1	?	0.0%	?
Nc1nc(NCc2ccccc2)nc(Nc2cccc(F)c2)c1[N+](=O)[O-]	?	-1.0%	0.9%
COCCNC(=O)c1cccc(OC2CCN(Cc3cccc(SC)c3)CC2)c1	16.4µM*	2.5%	?
Cc1cnc(NC(=O)C2(c3ccccc3)CC2)s1	?	2.6%	?
COc1cc(C(c2nnnn2C2CCCC2)N2CCN(C)CC2)cc(OC)c1OC (configuration not stated)	-13.8%	-2.4%	-8.1%
CCCn1c(N2CCN(C(=O)Nc3ccccc3)CC2)nc2ccccc21	?	3.6%	-11.7%
(next part)
SMILES	TDP1 cell noCPT	TDP1 block	TDP1 cell CPT
COc1cc(OC)cc(C(=O)NNC(=S)Nc2ccccc2OC)c1	-28.7%	-3.8%	23.7%
Cc1ccc(C)c(NC(=S)NC(NC(=O)/C=C/c2ccccc2)C(Cl)(Cl)Cl)c1 (configuration not stated)	23.1µM*	4.0%	?
CC(=O)c1ccc(-n2nnnc2SCC(=O)NC2CCCCC2)cc1	-24.3%	-0.3%	-21.5%
COc1ccc([N+](=O)[O-])cc1NC(=O)c1ccc(N(Cc2ccccc2C)S(C)(=O)=O)cc1	-29.8%	5.3%	1.1%
COc1ccc(Cl)cc1C(=O)Nc1nnn(C)n1	-16.4%	2.1%	-29.7%
COc1cc(-c2c(C(=O)c3ccccc3)[nH]c(N)c2C(N)=O)ccc1F	?	.	?
CCOC(=O)C1(C)CCCN1C(=O)c1ccc(OC)c(F)c1 (configuration not stated)	-8.3%	.	6.4%
Cc1cc(C)n(-c2ccc(C(=O)Nc3ccc(S(=O)(=O)NCc4ccco4)cc3)cc2)n1	18.4µM*	9.8%	18.4µM*
CCc1ccc(NC(=O)Cn2c(=O)n(CCCCC(=O)NCc3ccccc3Cl)c(=O)c3ccccc32)cc1	?	0.9%	?
CC(C)Cc1nnc(NC(=O)CSc2nc(=O)cc(N)n2-c2ccccc2)s1	-2.8%	6.6%	5.3%
Cc1ccc(CNc2nc(N)c([N+](=O)[O-])c(NCCO)n2)cc1	?	-1.4%	?
O=C(NC1CCCC1)C(c1cccs1)N(C(=O)c1ccco1)c1ccc2c(c1)OCO2 (configuration not stated)	-13.9%	6.6%	-19.9%
Cc1nc2sc(C(c3ccco3)N3CCC(C)CC3)c(O)n2n1 (configuration not stated)	-3.3%	5.2%	1.9%
CCCn1c(SCCC(=O)O)nc2ccccc21	-18.2%	2.4%	3.0%
COc1cc(C(O)c2nc(-c3ccccc3OC)cs2)ccc1F (configuration not stated)	?	.	?

Assay outcomes: PubChem BioAssay, National Center for Advancing Translational Sciences (NCATS)
